Screening data: PubChem, several laboratories
sdo1 growth = compounds rescuing growth of sdo1-depleted yeast, bone marrow failure model. S. cerevisiae sdo1-depleted JHY4D growth rescue, OD600 30 h; stronger effect = higher value; pdr5 snq2 efflux-pump mutant strain. z-score at 10 µM. 0.21% of 140,000 active. AID 817;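 active means z-score above 3 at both the 24 hr and the 30 hr optical density reads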;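 further: z-score against mean and SD of all compound wells on the same plate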
INS promoter inh = TRM-6 insulin promoter activity inhibition; TRM-6 cells (human fetal islet line), insulin promoter-eGFP reporter, imaging; reporter expression induced with tamoxifen; inhibition, % at 2 µM; 0.9% of 130,000 active; AID 1273;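 active means inhibition above the mean plus 3 SD, with well images judged a real hit on visual review, cut at about 60% in these data, passing the limit was not always enough; inconclusive means inhibition over the cutoff but images rejected on review; inactive means inhibition not above the cutoff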
sdo1 growth Rescue 24 h = second read-out of sdo1 growth, no call of its own (marks repeat the call); z-score; S. cerevisiae sdo1-depleted JHY4D growth rescue, OD600; measured here: growth rescue at 24 h;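 0 is the plate mean of compound wells and units are plate SD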
* = called active by the depositor; ? = inconclusive; . = not tested or not shown; & = joins results of further samples.

sdo1 growth,sdo1 growth Rescue 24 h,INS promoter inh,Structure
-0.95,0.42,54,O=C(CSc1nnc(-c2ccccc2)o1)n1c2c(c3ccccc31)CCCC2
-0.48,-0.76,-23,O=C(C1CCN(S(=O)(=O)Cc2ccccc2)CC1)N1CCCc2ccccc21
-1.3,-0.81,-24,CC(C)c1ccc(CNC(=O)CSCC(=O)Nc2ccc3ccccc3c2)cc1
-0.28,-0.55,-11,Cc1ccc(S(=O)(=O)N2CCCC(C(=O)Nc3cccnc3)C2)cc1 (stereo unspecified)
0.98,0.68,16,CCn1c(COc2ccccc2C)nnc1SCC(=O)OC
.,.,47,CC(C(=O)Nc1cccc([N+](=O)[O-])c1)N(c1ccccc1)S(C)(=O)=O (stereo unspecified)
0.87,0.9,-46,Cc1ccc(S(=O)(=O)CCc2nnc(NC(=O)c3cnccn3)s2)cc1
-0.16,0.35,-200,O=C(C1=COCCO1)N1CCN(C(c2ccccc2)c2ccccc2)CC1
0.65,0.28,7,Cc1ccccc1C(=O)c1c[nH]c(C(=O)NCC2CCCO2)c1 (stereo unspecified)
1.3,1.1,20,Cc1onc(-c2ccccc2)c1C(=O)Nc1ccncc1
0.11,-0.22,-71,CSc1ccccc1NC(=O)COC(=O)c1ccccc1Cc1ccccc1
-0.41,0.56,.,OCCCCNCc1ccc(OCc2ccc(Cl)cc2)cc1
.,.,-69,CCOC(=O)c1cc(C#N)c(N2CCN(C)CC2)nc1-c1ccccc1
-0.33,0.31,-41,O=C(C1CC1)N1CCc2cc(Br)cc(S(=O)(=O)NCC3COc4ccccc4O3)c21 (stereo unspecified)
0.55,-0.28,-31,CN=C(NC1CCCCC1)c1ccc(Cl)cc1
0.13,-0.75,-6,OCCN=Cc1c(O)[nH]c2ccccc12
-0.95,-1.4,.,c1ccc(CN2CCN(c3nc4ccccc4n4cnnc34)CC2)cc1
0.34,-0.14,21,COCCNC(=S)NC12CC3CC(CC(C3)C1)C2
0.12,0.66,.,O=C(NC1CCCCC1)C(c1cccnc1)N(C(=O)CCl)c1ccc(F)cc1 (stereo unspecified)
-1.6,-1.2,-18,CC(C)CN(C(=O)c1nn(C)c(=O)c2ccccc12)c1nc2ccccc2s1
0.95,2.5,-11,O=C(Nc1cccc(O)c1)c1cc2nc(-c3ccccc3)cc(-c3ccccc3)n2n1
-2.5,-1.4,.,O=C(Nc1ccccc1-c1nc2ccccc2s1)c1ccco1
0.09,0.68,-3,CCCCOc1ccc(C(=O)Nc2ccc(SC(F)F)cc2)cc1OC
-0.34,0.03,-41,Cc1ccc2c(c1)c1c(n2C)C(=O)CCC1
-0.15,-0.47,-26,Cc1ccc(S(=O)(=O)N2CCN(S(=O)(=O)N3CCOCC3)CC2)c(C)c1
0.55,-0.25,.,COc1ccc(S(=O)(=O)N2CCCC2C(=O)NCc2cccs2)cc1 (stereo unspecified)
1.1,2.2,.,CCCCOC(=O)CCc1n[nH]c(=O)[nH]c1=O
-0.43,-0.59,8,O=C(CCCn1c(=S)[nH]c2ccc(Br)cc2c1=O)N1CCN(c2ccccn2)CC1
.,.,21,O=C(CCc1ccccc1)OCC(=O)c1cccc([N+](=O)[O-])c1
-1.3,2.2,-100,CCOCCCNCc1ccc(OCc2ccccc2Cl)cc1
0.09,0.08,-407,CCOC(=O)C(CSCC(=O)c1ccc(Cl)cc1)NC(=O)OC(C)(C)C (stereo unspecified)
-2.5,-1.8,.,N/C(=N\OC(=O)c1ccc(Cl)cc1)c1ccc(Cl)cc1
-0.59,-0.33,6,CCc1nc2ccccc2c2nc3ccccc3n12
.,.,-42,O=[N+]([O-])c1ccc(OCCOc2ccccc2/C=N/n2cnnc2)cc1
0.63,0.7,37,CCOC(=O)C1=C2SCC(=O)N2C(N)=C(C#N)C1
-0.13,-0.14,-9,CCc1ccccc1N1CSC2=C(C#N)C(c3cc(OC)c(OC)cc3OC)CC(=O)N2C1 (stereo unspecified)
-0.53,1.3,2,COc1cccc(/C=N/n2c(N)c(S(=O)(=O)c3cccs3)c3nc4ccccc4nc32)c1OC
0.34,-0.15,16,COc1cc(CC(=O)OC2CCOC2=O)cc(OC)c1OC (stereo unspecified)
-0.14,-0.32,-77,COc1ccccc1NC(=O)c1cccc(NC(=O)c2ccco2)c1
0.23,0.27,21,O=c1cc(N2CCc3ccccc3C2)[nH]c(=O)n1-c1ccc(Cl)cc1
0.21,-0.33,-55,O=C1CC(N2CCN(c3ccc(S(=O)(=O)N4CCOCC4)cc3)CC2)C(=O)N1Cc1ccccc1 (stereo unspecified)
.,.,-56,CCC1=[N+](C)c2cccc3cccc(c23)N1C
-0.03,-0.13,-19,Cc1ccc(-c2cc(C(=O)NCCN3CCOCC3)no2)cc1
-0.95,-0.4,-22,CC(C)(C#CCN1CCCCC1)OCCOC(c1ccccc1)c1ccccc1
0.39,0.07,.,COc1ccc(CNC(=O)CCCNS(=O)(=O)c2cccc3nonc23)cc1
-1.5,-1.6,.,Nc1nnnn1/N=C/C(Br)=C/c1ccccc1
0.53,0.83,.,CCOC(=O)c1[nH]c(C)c(C(=O)Nc2ccc(C)cc2C)c1C
-1.5,-0.53,14,COc1ccc(NC(=O)c2cc3sccc3n2Cc2ccc(F)cc2)cc1OC
0.75,0.25,-72,CCOc1ccc(C(=O)N2CCCC2)cc1OC
0.72,1.2,31,CC1CCc2nc(NC(=O)c3ccco3)sc2C1 (stereo unspecified)

Carrying on:
sdo1 growth,sdo1 growth Rescue 24 h,INS promoter inh,Structure
-0.47,-0.2,.,Cc1cc(C)cc(-n2ccnc2SCC(=O)Nc2nccs2)c1
.,.,41,O=C1Cc2ccccc2C(=O)N1OCc1ccc(Cl)cc1
.,.,71*,CC(NC(=O)C12CC3(C)CC(C)(CC(C)(C3)C1)C2)C(=O)O (stereo unspecified)
-0.83,-1.3,-244,CC(=O)OC1CC(C)(C)N(OC(=O)c2ccccc2)C(C)(C)C1
0.05,-0.15,-13,CCC(C)NC(=O)c1cc(Sc2nnc(C)s2)nc2ccccc12 (stereo unspecified)
-0.96,-0.38,.,Cc1ccc(SCc2nc3ccccc3[nH]2)cc1
-0.93,-1.1,-12,O=C(CNC(=O)c1ccco1)OCc1ccc(C(=O)Oc2ccccc2)cc1
-1.5,-2.2,.,COCCn1cc(C(=O)N2CCC(C)CC2)c2c3ccccc3n(C)c2c1=O
0.06,-0.04,.,Cc1cccc(NC(=O)C(C)N2C(=O)C3C4CC(C(Br)C4Br)C3C2=O)c1 (stereo unspecified)
0.08,-0.79,-38,COc1ccc(C(CC(=O)O)NS(=O)(=O)c2ccc(C)cc2)cc1 (stereo unspecified)

As entered above.
sdo1 growth with `COCCn1cc(C(=O)N2CCC(C)CC2)c2c3ccccc3n(C)c2c1=O` is entered as -1.5
sdo1 growth with `Cc1cccc(NC(=O)C(C)N2C(=O)C3C4CC(C(Br)C4Br)C3C2=O)c1` (stereo unspecified) is entered as 0.06
sdo1 growth with `O=C(CNC(=O)c1ccco1)OCc1ccc(C(=O)Oc2ccccc2)cc1` is entered as -0.93
INS promoter inh with `O=C1Cc2ccccc2C(=O)N1OCc1ccc(Cl)cc1` is entered as 41
sdo1 growth with `Cc1cc(C)cc(-n2ccnc2SCC(=O)Nc2nccs2)c1` is entered as -0.47
INS promoter inh with `COc1ccc(C(CC(=O)O)NS(=O)(=O)c2ccc(C)cc2)cc1` (stereo unspecified) is entered as -38
sdo1 growth Rescue 24 h with `CC(=O)OC1CC(C)(C)N(OC(=O)c2ccccc2)C(C)(C)C1` is entered as -1.3

(further entries)
sdo1 growth,sdo1 growth Rescue 24 h,INS promoter inh,Structure
.,.,42,COCCN(CCOC)C(=O)c1ccc(SCc2ccc(C)cc2)c([N+](=O)[O-])c1
0.64,0.77,23,CN(C)/C=N/c1cc(=O)n(C)c(=O)n1Cc1ccccc1
-1.1,-1.3,.,Cc1cc(C2=NNC(=NC3CC3)SC2)c(C)n1Cc1ccco1
2.2,2.1,.,C=C1N(c2ccccc2)C(=O)OC1(C)C
0.75,-0.5,36,Brc1ccc(-c2cn3cccnc3n2)cc1
0.71,1.3,.,Cc1ccccc1NC(=O)CSC(N)=O
.,.,-20,C/C(=N\N=c1/sc2ccccc2n1C)c1ccc(N2CCOCC2)cc1
-0.77,-1,-43,C=C(c1ccc(O)cc1)c1ccc(O)cc1
0.51,-0.26,3,O=C(CN1C(=O)NC2(CCCCCC2)C1=O)Nc1ccc(S(=O)(=O)N2CCOCC2)cc1
2.1,2,38,Cc1nn(C)cc1CNC(=O)Nc1ccc(Cl)cc1
-0.44,-0.41,-10,COc1ccccc1NC(=O)c1nn(-c2ccc(OC(F)(F)F)cc2)ccc1=O
-0.04,1.7,9,CCOc1ccccc1CN(Cc1ccco1)S(=O)(=O)c1ccc(-n2cnnn2)c(OC)c1
0.46,-0.13,-3,CNc1cc(-n2nc(C)cc2-c2ccccc2)ncn1
0.24,0.07,15,COc1cc(C(=O)NCc2ccc(C)cc2)ccc1OC(F)F
.,.,11,COc1ccc(OC)c(Cc2nnc(CCC(=O)NC3CCCC3)o2)c1
0.49,-0.24,31,CCN(CC)S(=O)(=O)c1cc(C(=O)Nc2ccccc2C(=O)O)ccc1OC
0.12,-0.18,-30,COC(=O)CNC(=O)COC(=O)c1cc(Cl)cc(Cl)c1N
-0.05,-0.38,.,CC1CCN(C(=O)CNC(=O)Cn2ccc3ccccc3c2=O)CC1
0.09,-0.9,.,O=C(NCCN1CCN(c2ccccc2F)CC1)C1c2ccccc2C(=O)N2CCc3ccccc3C12 (stereo unspecified)
1.4,1.5,23,CCCOc1ccc(C(C)=O)cc1CSc1nc(O)cc(=O)[nH]1

By substructure, the compounds so far with fluorine.
sdo1 growth,sdo1 growth Rescue 24 h,INS promoter inh,Structure
0.12,0.66,.,O=C(NC1CCCCC1)C(c1cccnc1)N(C(=O)CCl)c1ccc(F)cc1 (stereo unspecified)
0.09,0.68,-3,CCCCOc1ccc(C(=O)Nc2ccc(SC(F)F)cc2)cc1OC
-1.5,-0.53,14,COc1ccc(NC(=O)c2cc3sccc3n2Cc2ccc(F)cc2)cc1OC
-0.44,-0.41,-10,COc1ccccc1NC(=O)c1nn(-c2ccc(OC(F)(F)F)cc2)ccc1=O
0.24,0.07,15,COc1cc(C(=O)NCc2ccc(C)cc2)ccc1OC(F)F
0.09,-0.9,.,O=C(NCCN1CCN(c2ccccc2F)CC1)C1c2ccccc2C(=O)N2CCc3ccccc3C12 (stereo unspecified)

Continued:
sdo1 growth,sdo1 growth Rescue 24 h,INS promoter inh,Structure
.,.,-6,COc1cccc(N2CCN(C(=O)CCCCCNc3nc(=S)[nH]c4ccccc34)CC2)c1
0.71,0.17,.,CC(/C=C/c1ccc2c(c1)OCO2)=N/NC(=O)c1ccc(C)nc1
-0.01,-0.8,-356,CCOC(=O)CCSc1nc(C)cc(C(F)(F)F)c1C#N
0.86,0.4,-19,C=CCn1c(C)c(C(C)=O)c(N2CCCC2)nc1=S
0.24,-0.73,.,COC(=O)c1[nH]c(C)c(/C(O)=C2\C(=O)C(=O)N(CCN(C)C)C2c2ccc(C)o2)c1C (stereo unspecified)
2.7,3.2,17,CN1CC(=O)N/C1=N\C(=O)Nc1ccc2c(c1)N(C)C(=O)CS2
0.65,0.34,28,CCC(C)(C)NC(=O)c1ccc(Sc2nncn2C)c([N+](=O)[O-])c1
-0.05,0.05,.,CS(=O)(=O)NCCSCc1ccc(Cl)cc1
-0.01,1.6,21,CC1=CC(=C(C#N)c2nc3ccccc3s2)C=C(C)N1Cc1ccco1
.,.,37,CCOc1ccc(C)cc1S(=O)(=O)Nc1cccnc1
-1.4,-1.6,22,CC(=O)c1cc(-c2ccccc2)n(CC(=O)NCc2cccs2)c1C
0.59&-0.71,0.19&-1.2,.,CC(C)(C)c1ccc(COC(=O)CNC(=O)CNC(=O)Cc2ccccc2)cc1
0.59,0.88,.,COc1ccc(-c2nsc(C(=O)N(c3ccc(F)cc3)C(C(=O)NC3CCCC3)c3ccc(OC)cc3)c2N)cc1 (stereo unspecified)
-0.26,-0.47,9,O=C(COC(=O)CCCNC(=O)c1ccc(Cl)cc1)NCc1ccccc1Cl
2,1.1,-29,CC(C)c1nnc(NC(=O)c2cccnc2)s1
0.3,0.88,?,CCc1cccc(CC)c1C(O)c1cccnc1 (stereo unspecified)
-0.2,-0.84,.,O=C(c1ccc(=O)oc1)N1CCCc2ccccc21
-0.08,-0.6,.,CC(=O)Nc1ccc(C(=O)CSc2nnc(C)o2)cc1
-0.59,-0.55,0,Cc1cc(NS(=O)(=O)c2ccccc2)c([N+](=O)[O-])cc1C
0.38,-0.74,-113,Cc1ccccc1/C=N/N1CCN(c2ccccc2)CC1

Overlap with the part before: two compounds, followed by the next part.
sdo1 growth,sdo1 growth Rescue 24 h,INS promoter inh,Structure
-0.59,-0.55,0,Cc1cc(NS(=O)(=O)c2ccccc2)c([N+](=O)[O-])cc1C
0.38,-0.74,-113,Cc1ccccc1/C=N/N1CCN(c2ccccc2)CC1
0.47,0.32,29,CCOC(=O)N1CCN(C(=O)c2ccccc2NC(=O)c2ccc(OC)cc2)CC1
-0.38,-0.23,.,Cc1ccccc1NC(=O)CSc1nnc(Cc2cccn2C)n1-c1ccc(F)cc1
-0.14,-0.41,33,COc1ccccc1NCC(=O)N/N=C/C=C/c1ccccc1
-0.94,-0.89,3,N#C/C(=C(/O)C(Cl)c1ccccc1)c1nc2ccccc2s1 (stereo unspecified)
-0.61,0.2,-13,Cc1nc(NC(=O)CC(C)C)sc1-c1csc(Nc2ccc(Cl)cc2Cl)n1

Rows are unselected (roughly 0.99% active in at least one column).
